# EPAC2 antagonist: EPAC2 (human) antagonism; Potency, µM (titrated, usually from 114 µM), inactives show at the top dose activity, negative = inhibition, usual class: inhibitors; AID 720708; 360,000 compounds, 0.18% hits; EPAC2 GEF exchange of Rap1B-BODIPY-GDP, fluorescence; also: % is scaled to controls: 0 for no effect and ±100 for the full control effect; nearly all actives have a fitted effect of over 45% in size; many of its hits are not listed in these tables
# Target sequence (Q8WZA2 whole entry, looked up): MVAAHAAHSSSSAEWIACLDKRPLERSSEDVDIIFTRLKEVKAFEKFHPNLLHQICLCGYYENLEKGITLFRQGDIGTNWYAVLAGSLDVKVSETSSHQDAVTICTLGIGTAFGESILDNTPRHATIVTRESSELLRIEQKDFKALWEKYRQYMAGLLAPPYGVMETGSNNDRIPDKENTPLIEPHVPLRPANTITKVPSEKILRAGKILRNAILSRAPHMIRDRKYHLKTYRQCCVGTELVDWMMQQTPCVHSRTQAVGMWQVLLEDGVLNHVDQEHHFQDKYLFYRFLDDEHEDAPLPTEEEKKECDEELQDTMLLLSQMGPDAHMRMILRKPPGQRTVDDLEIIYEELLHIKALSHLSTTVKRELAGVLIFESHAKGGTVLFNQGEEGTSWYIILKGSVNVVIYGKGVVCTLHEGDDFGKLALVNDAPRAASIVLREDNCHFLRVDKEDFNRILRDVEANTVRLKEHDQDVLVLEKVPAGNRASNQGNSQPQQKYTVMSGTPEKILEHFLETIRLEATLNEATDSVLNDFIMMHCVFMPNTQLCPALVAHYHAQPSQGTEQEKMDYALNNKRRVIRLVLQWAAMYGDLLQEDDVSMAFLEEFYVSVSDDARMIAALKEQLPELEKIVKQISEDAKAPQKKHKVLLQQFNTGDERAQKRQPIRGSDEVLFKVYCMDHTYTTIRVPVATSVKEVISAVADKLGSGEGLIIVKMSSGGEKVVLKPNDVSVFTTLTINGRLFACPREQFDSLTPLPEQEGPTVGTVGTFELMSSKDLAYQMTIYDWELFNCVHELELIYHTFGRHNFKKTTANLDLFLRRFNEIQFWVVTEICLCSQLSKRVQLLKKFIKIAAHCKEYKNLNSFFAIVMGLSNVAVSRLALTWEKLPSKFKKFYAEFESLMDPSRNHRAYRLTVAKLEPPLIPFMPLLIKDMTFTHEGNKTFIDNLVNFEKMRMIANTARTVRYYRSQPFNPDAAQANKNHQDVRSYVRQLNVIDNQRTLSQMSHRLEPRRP
# ATXN2 expr inh: reduces ATXN2 reporter expression in HEK-293 cells | HEK-293 ATXN2-luciferase reporter, luminescence, 24 h | Potency, µM (titrated, usually from 57 µM), for the others: top-dose activity change, negative = inhibition, hits mostly inhibitors | 360,000 compounds, 0.72% hits | AID 1745845; also: % is scaled to controls: 0 for no effect and ±100 for the full control effect; nearly all actives have a fitted effect of over 55% in size
#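 qHTS (up to 57 uM final) was run with 24 h compound exposure of reporter cells at 37 °C. Each well was multiplexed: SteadyGlo luminescence measured ATXN2-luciferase expression after a fluorogenic Gly-Phe-AFC viability readout (25 uM final).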
# A549 tox: A549 cytotoxicity, counter-screen for Nrf2 inhibitors. Potency, µM (titrated, usually from 46 µM), inactives show at the top dose activity change, negative = cytotoxicity, most hits filed as inhibitors. A549 ARE-Fluc cells, CellTiter-Fluor viability, 18-24 h. 390,000 compounds, 0.16% hits; also: % is scaled to controls: 0 for no effect and ±100 for the full control effect
#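 A549 ARE-Fluc cells in 5% FBS OPTI-MEM, 5000 cells/well, rested 2 h then exposed to compounds in concentration-response for 18-24 h at 37 °C. Viability by CellTiter-Fluor fluorescence (Ex 405/Em 525) after 30 min; luciferase luminescence (BugLite, 15 min, RT) read afterwards.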
# TGFb SMAD3 inh: TGF-b pathway inhibition | HepG2 CAGA-GFP TGF-b/SMAD3 reporter, GFP fluorescence, 18 h; TGF-beta stimulated, 500 pg/mL final | AID 588855 | Potency, µM (series often up to 46.1 µM), without a hit: top-dose activity, negative = inhibition, usual class: inhibitors | 410,000 compounds, 1.2% hits; also: % is scaled to controls: 0 for no effect and ±100 for the full control effect; nearly all actives have a fitted effect of over 65% in size
#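 First, reporter cells (HEPG2 CAGA-GFP) rested 2 h at 37 degrees C. Next, compounds were pinned in and TGF-beta added to 500 pg/mL final. After 18 h, GFP was imaged per cell and summed per well.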
# MCF10A rereplic: inducers of DNA re-replication in MCF 10A breast cells; Potency, µM (series often up to 46.1 µM), inactives show at the top dose activity, positive = re-replication, actives largely listed as activators; MCF 10A DNA re-replication, Hoechst nuclear intensity, 48 h; 350,000 compounds, 2.9% hits; also: % of control where 0% means no effect; nearly all actives have a fitted effect of over 50% in size
# HepG2 tox: kills HepG2 cells in TGF-b inhibitor counter-screen | HepG2 CAGA-GFP viability, ATP luminescence, 18 h | Potency, µM (doses to about 46.1 µM), inactives show at the top dose activity change, negative = cytotoxicity, most hits filed as cytotoxic | 410,000 compounds, 0.76% hits | AID 588856; also: some results filed as inactive show a strong effect at the top dose
#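 CellTiter-Glo luminescence gave cytotoxicity after 18 hours at 37 degrees C. The cells were HepG2 CAGA-GFP in 1% FBS DMEM, stimulated with 500 pg/mL TGF-beta after compound addition. %Activity was normalised to no-cell wells (complete cell-killing) and DMSO (no toxicity), and curves were fitted and classified.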
# Nrf2 ARE act: activates Nrf2 signaling; AREc32 ARE-luciferase reporter (MCF7-derived line), luminescence, 24 h; Potency, µM (series often up to 46.1 µM), inactives show at the highest dose activation, most hits filed as activators; 410,000 compounds, 0.31% hits; AID 624171; also: % of control where 0% means no effect; nearly all actives have a fitted effect of over 65% in size
#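 AREc32 cells carrying an ARE-driven firefly luciferase, 1000 cells/well in OPTI-MEM with 5% FBS, dosed after overnight attachment and incubated 24 hr at 37 deg C. Steady-Glo luminescence read after 30 min at RT.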
# S2 tox: viability counter-screen for ATXN expression inhibitors. 400,000 compounds, 0.49% hits. S2 cells (HEK-293 line with an ATXN2-luciferase reporter) viability, CellTiter-Fluor protease fluorescence, 24 h. Potency, µM (titrated, usually from 56.7 µM), most hits filed as cytotoxic. AID 651635; also: nearly all actives have a fitted effect of over 40% in size
# Nrf2 inh: inhibitors of Nrf2 signaling; A549 ARE-Fluc reporter, luciferase luminescence, 18-24 h; AID 504444; 360,000 compounds, 2.1% hits; Potency, µM (titrated, usually from 46 µM), for the others: at the top dose activity change, negative = inhibition, usual class: inhibitors; also: % is scaled to controls: 0 for no effect and ±100 for the full control effect; nearly all actives have a fitted effect of over 60% in size
#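 A549 ARE_Fluc cells, 5000/well, 5% FBS OPTI-MEM; compounds in dose-response, 18-24 h at 37 °C/5% CO2; CellTiter-Fluor viability read (Ex 405/Em 525), then BugLite luciferase luminescence = Nrf2 activity.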
# Starred values were filed as active, the others as inactive; i = inactive; ? = inconclusive; / = no result given; & = joins results of further samples; [ ] = dose if it differs, or a comment. Calls follow the shape of the dose curve; as a rule, active = well fitted curve in the direction sought with a large enough effect; inconclusive = small, poorly fitted or top-dose-only effect, or another doubt; inactive = no such curve, though single readings can be large; an effect the other way counts as inactive or inconclusive. Potency is read from the fitted curve at half-maximal effect.
SMILES,EPAC2 antagonist,ATXN2 expr inh,A549 tox,TGFb SMAD3 inh,MCF10A rereplic,HepG2 tox,Nrf2 ARE act,S2 tox,Nrf2 inh
O=C(Oc1cccc(N2C(=O)CCC2=O)c1)C1CC(=O)N(c2ccc(F)cc2)C1 (configuration not stated),-3.1%,-5.3%,16.1%,-22.1%,-2.8%,-15.7%,-0.2%,i,6.3%
Cc1ccccc1-c1cccc([C@@H]2C[C@H]3[C@H](CON3C)CN2C(=O)C(C)(C)C)c1,-3.2%,9.0%,-4.0%,-15.7%,14.9%,0.6%,2.7%,i,8.3%
Cc1ccc(Oc2ncccc2COC(=O)Nc2ccccc2C)cc1,-7.1%,-18.2%,14.4%,?,-3.3%,-3.1%,0.8%,i,-16.4%
CC1(C)OC(=O)C2(Cc3ccc(Cl)cc3N3CCCC32)C(=O)O1 (configuration not stated),/,/,-0.9%,0.5%,/,7.4%,/,/,5.7%
CCc1nnc2c3ccccc3nc(Nc3ccc(F)cc3C)n12,/,-10.8%,-6.0%,0.4%,/,-0.7%,0.6%,i,?
CSc1ncc(C(=O)Nc2ccccc2F)c(-c2ccccc2)n1,7.2%,2.0%,3.4%,-12.6%,-3.5%,0.6%,22.6%,i,-8.5%
Oc1ccc(Cl)cc1C1=Nc2ccccc2N=C(c2ccccc2)C1,/,14.7%,-0.4%,0.6%,/,-6.3%,4.6%,i,?
CCCSc1ncc(Cl)c(C(=O)Nc2sc3c(c2C(=O)NCC)CCCC3)n1,/,/,0.5%,-7.2%,/,-12.3%&2.8%,2.4%,/,-11.0%
NC(=O)c1ccc(NC(=O)CSC(=O)c2ccccc2)cc1,21.0%,-1.9%,1.7%,0.2%,-1.3%,-12.7%,0.2%,i,17.4%
COc1cccc(N2C(=O)CC(N3CCN(C(=O)c4ccco4)CC3)C2=O)c1 (configuration not stated),11.9%,35.8%,-5.5%,-5.1%,-2.5%,-1.1%,0.1%,?,14.1%
CCc1ccc(-n2nc(C)c3c(C(=O)Nc4cccc(C(F)(F)F)c4)cc(C)nc32)cc1,/,?,?,-12.7%,/,-28.2%,0.9%,i,?
Cc1ccccc1CSCCNC(=O)COc1ccc(Cl)cc1,-0.7%,-6.6%,-4.9%,-17.0%,12.2%,-12.7%,-0.3%,i,2.8%
CC12COC3(C(=O)Nc4ccc5ccccc5c4)CC1CCC32C (configuration not stated),-14.9%,52.7%[activator],0.8%,-18.2%,?,-17.8%,1.9%,i,?
O=C(NNc1cccc(Cl)n1)Nc1cccc(C(F)(F)F)c1,6.5%,-12.4%,7.2%,?,?,-13.2%,8.1%,i,-13.6%
CN1CCC(N(C)C(=O)COc2ccc(S(=O)(=O)N3CCOCC3)cc2)CC1,1.0%,/,-12.9%,4.0%,3.5%,8.2%,0.1%,i,-14.3%
COCCCNS(=O)(=O)c1ccc2c(c1)OCCO2,-4.1%,1.8%,-11.2%,9.3%,-1.1%,-13.4%,-0.8%,i,-10.8%
Cc1nn(CC(=O)NCc2cccc(F)c2)c(=O)c2cccn12,6.7%,/,1.9%,-2.1%,-0.6%,-0.4%,0.6%,i,6.0%
COC(=O)c1c(NC(=O)c2ccco2)sc2c1CCN(C(C)C)C2,-0.7%,-14.0%,0.0%,-1.3%,14.1%,-24.1%,30.3%,i,4.2%
COc1ccc(-c2cc(C(=O)Nc3c(C)n(C)n(-c4ccccc4)c3=O)c3ccccc3n2)cc1OC,3.7%,-1.7%,-0.5%,-0.9%,0.8%,-4.5%,5.2%,i,6.3%
CCn1c(C)c(C)c2cc(C(=O)N3CCc4ccccc4C3)ccc21,-18.4%,/,-24.2%,?,3.66µM*,-25.8%,0.2%,?,-20.3%

# 4 of the entries above in order of their number in TGFb SMAD3 inh, smallest number first:
SMILES	TGFb SMAD3 inh
CCc1ccc(-n2nc(C)c3c(C(=O)Nc4cccc(C(F)(F)F)c4)cc(C)nc32)cc1	-12.7%
CSc1ncc(C(=O)Nc2ccccc2F)c(-c2ccccc2)n1	-12.6%
Cc1nn(CC(=O)NCc2cccc(F)c2)c(=O)c2cccn12	-2.1%
COc1ccc(-c2cc(C(=O)Nc3c(C)n(C)n(-c4ccccc4)c3=O)c3ccccc3n2)cc1OC	-0.9%

# (cont.)
SMILES,EPAC2 antagonist,ATXN2 expr inh,A549 tox,TGFb SMAD3 inh,MCF10A rereplic,HepG2 tox,Nrf2 ARE act,S2 tox,Nrf2 inh
O=c1c2c3c(sc2nc2n1CCCCC2)CCC3,8.9%,45.3%[activator],1.3%,15.6%,3.0%,2.0%,3.5%,i,23.8%
Cn1nc(Oc2ncc(C(F)(F)F)cc2Cl)cc1C(F)(F)F,8.9%,-11.4%,-1.2%,-4.1%,0.3%,-11.0%,1.5%,i,0.5%
Cc1nc2ccc(S(=O)(=O)Nc3ccccc3C)cc2s1,-3.2%,-16.2%,-24.8%,-0.1%,?,-12.7%,0.4%,i,?
Cn1c(SCC(=O)c2ccccc2)nnc1C1CC1,6.4%,17.8%,-3.4%,-1.7%,?,16.8%,5.6%,i,16.1%
CCOC(=O)C1CCN(C(=O)Cn2nc(CC)n3cccc3c2=O)CC1,5.7%,-2.5%,-1.9%,12.9%,0.3%,1.1%,0.5%,i,6.7%
COc1ccccc1N1CCN(C(=O)CSc2nc(-c3ccccc3)cc(=O)[nH]2)CC1,4.5%,-4.5%,-1.9%,-6.5%,3.3%,-4.5%,0.3%,i,/
O=C1/C(=C/c2cccnc2)Oc2cc(OS(=O)(=O)c3ccc(F)cc3)ccc21,-3.7%,-19.1%,-1.7%,-4.1%,?,-3.9%,-0.8%,i,/
CC(=O)Nc1ccc2nc3c(=O)n(C)c(=O)n(C)c3nc2c1C,/,4.6%,-6.0%,10.5%,/,-2.5%,-0.8%,i,-19.4%
CN(Cc1ccccc1)C(=O)c1csc(COCCO)n1,33.8%[activator],1.4%,/,18.2%,/,2.2%,0.4%,i,/
COc1cc(SC)ccc1C(=O)OCC(=O)N1CCN(C(C)=O)CC1,1.4%,0.0%,-8.4%,-20.9%,-0.7%,5.7%,-0.3%,i,-1.4%
CNC(=S)NNC(=O)c1sccc1OCc1ccc(C)cc1,10.5%,0.3%,-6.2%,5.4%,?,-3.5%,-0.3%,i,-3.0%
CCOC(=O)Cc1nnc(Nc2ccc(C)cc2C)c2ccccc12,-6.6%,5.7%,-2.4%,-0.1%,0.9%,3.1%,-1.0%,i,-5.4%
CC(C)C12CN3CC(C(C)C)(CN(C1)C3c1ccccc1)C2O (configuration not stated),-11.0%,-20.8%,4.3%,-1.7%,-30.1%[inhibitor],-0.1%,-0.2%,i,3.4%
O=C(OCC(=O)N1CCCCC1)c1c[nH]c(=O)[nH]c1=O,-1.6%,7.4%,-6.1%,0.0%,-25.2%,-29.7%,-0.5%,i,-0.8%
CCOC(=O)C1(Cc2ccccc2)CCCN(C(=O)c2cnn(CC)c2)C1 (configuration not stated),-3.6%,53.2%[activator],-0.4%,7.9%,-1.0%,0.7%,2.5%,i,?
COc1ccc2[nH]c3c(c2c1)CCN1C(=O)C(CC(=O)NCCCN(C)C)C[C@H](C(=O)N(C(C)C)C(C)C)[C@@]31C (some centres not stated),3.8%,-2.2%,0.6%,-7.9%,-7.8%,-29.6%,0.6%,?,4.5%
Cc1cc(Br)cn2c(CC(C)(C)C)c(-c3cccc(Cl)c3)nc12,-11.1%,6.9%,/,?,/,-33.7%,0.9%,i,/
Cc1ccc(C(=O)N/C(=C/c2ccc(F)cc2)C(=O)NCc2ccncc2)cc1,-5.8%,/,0.4%,-0.5%,11.8%,0.8%,2.8%,i,4.7%
C=C(C)C(O)CC/C(C)=C/Cc1c(O)ccc(C(=O)/C=C/c2ccc(O)cc2)c1O (configuration not stated),-12.1%,?,-12.7%,?,20.6µM*,-49.1%,4.2%,?,-11.9%
COc1ccc(CCN2CCCC(CN(C)Cc3cc(OC)ccc3OC)C2)cc1 (configuration not stated),10.5%,-33.8%,-11.6%,5.0%,0.651µM*,-37.6%,0.3%,i,22.2%
COc1ccc(C(C)C)cc1S(=O)(=O)Nc1ccc(Cl)cn1,11.7%,-9.8%,-0.8%,-5.0%,6.5%,7.0%,-0.5%,i,?
Cc1ccc(C(c2c(C)nn(-c3ccccc3)c2N)c2c(C)nn(-c3ccccc3)c2N)cc1,-16.6%,3.6%,-3.4%,?,13.1%,-15.0%,3.8%,i,-8.4%
COc1cccc(CNC(=O)CCNS(=O)(=O)c2ccc3c(c2)oc(=O)n3C)c1,-7.0%,2.2%,2.7%&4.2%,-12.2%&5.9%,0.3%,-35.4%&3.0%,-1.0%&0.0%,i,-14.5%&4.2%
CCC(C)C(NC(N)=O)C(=O)Nc1ccc(C(=O)OC)cc1 (configuration not stated),6.7%,-2.6%,-5.0%,0.0%,1.6%,0.0%,0.3%,i,-8.6%
COc1cccc(CNCc2ccc(C(=O)O)cc2)c1OC,4.3%,4.5%,-2.4%,-3.5%,-14.7%,0.5%,0.3%,i,-1.8%
CCN1CCN(c2ccc(S(=O)(=O)N3CCCCC3)cc2NC(=O)COc2ccc(Cl)cc2)CC1,-8.7%,-1.0%,?,-1.7%,21.4%,4.5%,2.3%,i,1.8%
O=C(O)C(=O)/C(=C\c1ccccc1)c1ccc2ccccc2n1,0.0%,74.4%[activator],-0.2%,15.1%,0.4%,0.2%,10.4%,i,?
O=C(COCc1nc2ccccc2c(=O)[nH]1)NCC1CCCCC1,11.8%,11.3%,-6.7%,11.5%,?,6.5%,0.3%,i,-2.9%
Cc1cccc(OCCSCc2nc3ccccc3[nH]2)c1,-5.0%,-16.9%,-10.2%,-20.8%,?,-28.0%,3.2%,i,?

# An excerpt; count on the stated rates, not on these rows.
